NPYLR7 ag = mosquito NPYLR7 agonism; 270,000 tested, 0.15% active; activation, % at 10 µM; HEK293T NPYLR7/Galpha15, GCaMP6s calcium fluorescence; in the data active = activation above about 40%;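 also: 0% = vehicle and 100% = reference agonist at the receptor; some compounds past the cut are filed as inactive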
hcGAS lum = inhibitors of human cGAS; Q8N884; recombinant h-cGAS, ATP depletion, Kinase-Glo luminescence; inhibition, % at 12.5 µM; 290,000 tested, 0.081% active; AID 1259398;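 also: 0% = vehicle reaction and 100% = reaction without DNA for no activity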
Target sequence (Q8N884 whole entry, looked up): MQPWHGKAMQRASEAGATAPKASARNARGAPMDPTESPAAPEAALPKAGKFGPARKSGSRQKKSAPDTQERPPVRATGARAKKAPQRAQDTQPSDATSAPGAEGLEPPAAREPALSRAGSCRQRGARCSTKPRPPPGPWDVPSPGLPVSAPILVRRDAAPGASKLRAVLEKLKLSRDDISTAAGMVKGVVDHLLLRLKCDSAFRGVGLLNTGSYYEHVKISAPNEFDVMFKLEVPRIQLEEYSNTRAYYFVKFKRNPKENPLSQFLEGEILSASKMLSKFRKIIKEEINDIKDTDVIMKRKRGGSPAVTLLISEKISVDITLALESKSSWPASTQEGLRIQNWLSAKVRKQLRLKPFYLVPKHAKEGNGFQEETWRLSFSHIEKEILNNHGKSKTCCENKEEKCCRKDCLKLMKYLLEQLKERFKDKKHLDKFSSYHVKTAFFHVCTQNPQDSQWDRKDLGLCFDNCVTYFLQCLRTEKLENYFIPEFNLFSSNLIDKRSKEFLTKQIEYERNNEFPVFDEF
mcGAS lum = blocks mouse cGAS activity | recombinant cGAS, Kinase-Glo ATP depletion luminescence | inhibition, % at 12.5 µM | 160,000 tested, 0.15% active | AID 1259399;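 also: 0% = negative control wells and 100% = reference inhibitor with no enzyme activity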
The depositor's hits bear a star; nt = no result given; & = joins results of further samples. Rule as the data show it, unless noted: active = inhibition above about 40%; inactive = the rest.

SMILES	NPYLR7 ag	hcGAS lum	mcGAS lum
COc1ccc(-c2nn(CC(N)=O)c(=O)c3nc(C)sc23)cc1OC	3	3	-8
CC(=O)Nc1ccc(-c2nc(-c3cccs3)sc2C)cc1	-1	-5	-16
COc1ccccc1/C=C1N=C(/C=C\c2cccc([N+](=O)[O-])c2)OC/1=O	-1	-3	nt
Clc1ccc(Nc2nc(NCC3CCCO3)nc3c2cnn3-c2ccccc2)cc1 (stereo not given)	1	1	-2
CSc1nc(N)cc(=O)[nH]1	7	-3	-6
O=C1CSC(=Nc2ccc(Cl)cc2)N1	-1	-6	-9
O=[N+]([O-])c1ccn(Cc2ccccc2)n1	4	3	1
CCN(CCn1cccn1)C(=O)Cn1nnnc1CN1CCCCCC1	1	2	nt
Clc1ccc(-c2csc(=Nc3cccnc3)n2C2CC2)cc1	0	-7	-10
N[C@@H]1CC[C@@H](NC(=O)CCN2CCc3ccccc32)C1	-3	-11	-13
CN(C)c1ccc(S(N)(=O)=O)cc1N	34	-3	nt
N[C@@H]1c2ccccc2C2(CCN(C(=O)c3ccc4[nH]ccc4c3)CC2)[C@H]1O	7	-4	-13
C#CCOCC(O)CN(Cc1ccc(F)cc1)Cc1ccc(C)o1 (stereo not given)	15	2	-2
CCCc1cnc(C)nc1N1CC(c2ccccn2)C1	nt	-10	-13
COC(=O)C(Nc1ccc(OC)cc1)(c1cc(OC)c(O)c(OC)c1)C(F)(F)F (stereo not given)	-7	-4	nt
CCCN(C)c1cc(-c2ccccc2)nc(SCc2cccc(C(=O)N3CCC(C(=O)OCC)CC3)c2)n1	5	-12	-6
Cc1nn(-c2ccccc2)c2nc(Cc3ccccc3)nc(N3CCCN(C(=O)c4ccc(Br)cc4)CC3)c12	0	-1	-4
O=C(NC1CCCCC1)NN1C(=O)C(=Cc2cccs2)SC1=S	-2	-3	nt
CCOCCCN(CC(=O)N(CCc1ccccc1)Cc1ccc(C)o1)C(=O)c1ccc(Cl)c(Cl)c1	-4	3	1
Cc1cc(C)cc(-n2c(C)cn3c4c(=O)n(C)c(=O)n(C)c4nc23)c1	6	-7	-9
N#CC(C(=O)CCn1cc(Br)ccc1=O)c1ccccn1 (stereo not given)	-2	5	nt
COC(=O)c1ccc(Cn2nc(C)c3cnn(-c4ccccc4)c3c2=O)o1	8	-7	nt
O=c1n(CCn2cncn2)nc(C2CCNCC2)n1-c1ccccc1	4	-2	nt
Cc1cccc(-c2noc(CS(=O)(=O)C(C)C(=O)NC3CCCC(C)C3C)n2)c1 (stereo not given)	-7	-5	-13
CSc1nc2cc(Oc3ccc(Br)c4ccccc34)c(Cl)cc2[nH]1	-4	-4	-5
New compounds follow.
SMILES	NPYLR7 ag	hcGAS lum	mcGAS lum
O=C(NC1CCCCCCC1)C(c1ccccc1)n1cccn1 (stereo not given)	0	-11	nt
Cc1ccc(N2CCCN(CC3CC3)C(C(C)C)C2)nn1 (stereo not given)	nt	-16	-6
CNc1cccc(-c2ccc(C(=O)N3CCOCC3)cc2)n1	-2	-15	nt
CN(Cc1cc(-c2cccnc2)no1)C(=O)[C@@H]1C[C@H]1c1ccccc1	5	-4	nt
O=C1NC(=S)N/C1=C/C=C/c1ccccc1	-12	-4	-7
COc1ccc2cc(COC(=O)C3CC(=O)N(C4CC4)C3)ccc2c1 (stereo not given)	1	-3	nt
O=C(NCc1cccc(F)c1)C(C1CCCC1)N1CCN(C(=O)c2ccc(C(F)(F)F)cc2)CC1 (stereo not given)	0	10	nt
Cn1cnnc1Sc1ccc(-c2nccn2-c2ccc3c(c2)COC3)o1	4	-4	nt
Cc1ccnc(SCc2cc(=O)c(OC(=O)C(C)(C)Oc3ccc(Cl)cc3)co2)n1	-11	-5	17
O=C(O)Cn1nnc(-n2cccn2)n1	-9	-5	-6
CN(Cc1cccc(F)c1)C(=O)C1CCN(S(=O)(=O)c2ccc3c(c2)CCC3)CC1	0	3	-3
COC(=O)c1sc(NC(=O)c2cc(OC)c(OC)c(OC)c2)nc1C	0	-1	-5
CCCCOc1ccc(C(=O)Nc2ccc(-n3nc(OCC(C)C)nc3-c3ccccc3F)cc2)cc1	14	-1	-5
CC(NC(=O)C=Cc1cccs1)C1CC2CCC1C2 (stereo not given)	-3	-4	nt
COCCN(Cc1c(-c2ccccc2)noc1N1CCSCC1)CC(O)COCc1ccco1 (stereo not given)	-4	1	-4
Cc1nc(CCC(=O)NC(CN2CCCC2)C(C)(C)C)n[nH]1 (stereo not given)	0	-6	nt
Cc1ccc(C(CC(=O)NCCc2ccccn2)c2ccccc2)cc1 (stereo not given)	21	-7	nt
CSc1nc(Sc2nnc(C)s2)cc(Sc2nnc(C)s2)n1	-4	-4	nt
Cc1ccccc1C(OCC(O)CN1C(=O)C2CCCCC2C1=O)c1ccccc1 (stereo not given)	-3	-1	nt
COC(=O)c1ccc(NC(=O)c2cc(=O)c(OCc3ccccc3)c[nH]2)cc1	7	-1	nt
Cc1ccc(F)cc1CC(=O)NCc1nc2c(C)cccc2[nH]1	0	-1	2
O=C(c1ccc2c3c(cccc13)CC2)C1CCCN(C(=O)c2cn3ccccc3n2)C1 (stereo not given)	6	-2	-13
Cc1nonc1CN(C)C(=O)c1coc(COc2cccc(C(F)(F)F)c2)n1	5	-5	nt
Cc1ccc(C)c2sc(N3CCN(C(=O)C4CCN(S(C)(=O)=O)CC4)CC3)nc12	-2	0	nt
O=C(NCC(=O)N1CCOC(COc2ccc(F)cc2)C1)c1cccc(C(F)(F)F)c1 (stereo not given)	3	-6	-7

2 entries from above in a different format.
Value order – NPYLR7 ag, hcGAS lum, mcGAS lum
> CN(C)c1ccc(S(N)(=O)=O)cc1N
  34, -3, nt
> Cc1ccc(F)cc1CC(=O)NCc1nc2c(C)cccc2[nH]1
  0, -1, 2

(more compounds)
SMILES	NPYLR7 ag	hcGAS lum	mcGAS lum
CC(C)c1cc(=O)n2c(n1)SCC2CC(=O)O (stereo not given)	0	-7	nt
Cc1noc(C)c1CN(C)C(=O)C1CNCCO1 (stereo not given)	-9	-7	nt
Cc1nn(C)c(Cl)c1S(=O)(=O)NC12CC3CC(CC(C3)C1)C2	3	3	nt
O=C(c1cccs1)N1CCCC(N2CCN(c3cccc(C(F)(F)F)c3)CC2)C1 (stereo not given)	1	-3	nt
O=C(Nc1ccc(SCc2ccc(F)cc2)nn1)c1cccs1	14	-6	nt
COCCN(CC(=O)N(CCc1ccc(OC)c(OC)c1)Cc1sccc1C)C(=O)c1ccc([N+](=O)[O-])cc1	0	-4	-4
CSc1ccc(C)cc1S(=O)(=O)O	-1	2	nt
Cc1ccccc1C(NC(=O)C1CCN(Cc2cccc(Cl)c2)CC1)c1ncccc1C (stereo not given)	-18	0	0
Cc1c(Cl)cccc1N1CN(C(=O)CN(CC(C)C)C(=O)CCC2CCCC2)CC1=O	5	1	-2
COc1ccccc1C(=O)Nc1ccc(C2SCC(=O)N2c2ccc3c(c2)CCC3)cc1 (stereo not given)	-3	-3	3
CCN(CC)c1ccc2cc(-c3nnc(-c4ccccc4Cl)o3)c(=O)oc2c1	1	-2	-4
C=CCn1cc(CN(Cc2sccc2C)C2CC2)c(C)n1	3	-4	nt
COc1cccc(C(=O)N(Cc2cccnc2)Cc2nccn2Cc2ccccc2C(F)(F)F)c1	13	-7	-7
Cc1ccc(Cc2nc(N3CCCN(C(=O)Nc4ccccc4C(F)(F)F)CC3)c3c(-c4cccnc4)noc3n2)cc1	13	-1	-4
Cc1ccc(N2C(=O)CC(NCCc3ccccc3Cl)C2=O)cc1 (stereo not given)	-6	-6	-7
CCn1cc(NC(=O)NCC2CCC3(CCN(C(C)C)CC3)O2)cn1 (stereo not given)	nt	-12	-5
O=C(NCc1csc(C2CC2)n1)C1CC1c1cccc(F)c1 (stereo not given)	2	-6	nt
CC(C)Cn1c(N2CCN(CCCc3ccccc3)CC2)nc2c1c(=O)[nH]c(=O)n2C	-2	3	nt
COC(=O)C(C)(C)NS(=O)(=O)c1ccc(Cl)cc1C	-2	2	nt
COc1cc(OC)cc(-c2noc(Cn3ccn4nc(-c5ccccc5OC)cc4c3=O)n2)c1	-1	-5	-7
CCc1cccc2c(C(CC(=O)O)c3cccc(Oc4ccccc4)c3)cn(CC)c12 (stereo not given)	-1	5	nt
CCOc1coc(C(=O)Nc2ccc(C)cc2)cc1=O	8	-8	nt
N#CC1(NC(=O)CN(Cc2ccccc2O)C2CCCC2)CCCC1	8	-6	nt
O=C(Nc1cccc(-c2ccco2)c1)C1CCN(C(=O)C2=CCCCC2)CC1	-6&2	1&-5	-8
Cc1cc(Sc2cc(C)nc3nc(C)nn23)n2nc(C)nc2n1	14	-11	nt
Next part
SMILES	NPYLR7 ag	hcGAS lum	mcGAS lum
COC(=O)/C=C/CN1C(=O)c2ccccc2C1=O	2	-10	nt
CC1CN(c2nc(N3CCOCC3)c3cnn(C)c3n2)CC(C)O1 (stereo not given)	2	-7	-9
CS(=O)(=O)NCCOc1ccc(-c2ccc(F)cc2)nn1	-2	-4	-9
CC(NCc1cn[nH]c1-c1ccc(-c2ccccc2)cc1)c1ccc(F)cc1 (stereo not given)	3	-3	-5
CC(=O)OC1CCC(C)(O)C2OC(CC1(C)O)C(C(C)C)C2OC(=O)/C=C/c1ccccc1 (stereo not given)	-11	-3	-5
Cc1cc(C)c2oc(=O)n(C3CCN(C(=O)COCc4ccccc4)CC3)c2c1	16	-4	-7
CCOc1ccc(-c2ccc(=O)n(CCNS(=O)(=O)c3ccc(C(F)(F)F)cc3)n2)cc1	-1	-11	-9
CCOC(=O)c1[nH]c(CN(C)CC(=O)Nc2ccc(Cl)cc2)c(C(=O)OCC)c1C	0	-7	-7
CC(=O)N1CCCn2nc(C(=O)N3CCC(N)C3)cc2C1 (stereo not given)	16	-4	nt
CC(=O)OCC(CCn1cnc2cnc(N)nc21)COC(C)=O	-3&-10	-1&-6	nt
CCSCC(=O)N1CCC(n2c(Cc3ccccc3)nc3ccccc32)CC1	-5	-2	-5
Cc1oc(C)c(C(=O)NC2CCN(C(C)C)CC2)c1C	1	2	nt
CC(C)OCCCNc1ncnc2c1c(-c1ccccc1)cn2-c1ccccc1	-4	-6	-8
CCS(=O)(=O)N1CCCC(c2nc3c4sc5nc(C(F)F)cc(C)c5c4ncn3n2)C1 (stereo not given)	-4	-2	nt
C=C(C)COc1ccccc1C(=O)N1CCN(CC(=O)O)C(=O)C1C (stereo not given)	25	-3	-13
Cc1cc(F)ccc1NS(=O)(=O)c1ccccc1Br	6	-10	-8
O=C(c1cc2c([nH]c1=O)CCC2)N1CCC(CN2CCc3ccccc32)CC1	0	-5	-17
CCOC(=O)C1CCCN(C(=O)c2coc(CN(CCc3c[nH]c4ccccc34)Cc3cccc(Cl)c3)n2)C1 (stereo not given)	nt	-1	-8
Cc1cc2cc(CNC(=O)CCC3CCCC3)ccc2[nH]1	6	-7	-8
CCCCCC(=O)Nc1sc2c(c1C(=O)O)CCC2	-5	-2	nt
COc1ccc(C2CC(=O)c3cc([N+](=O)[O-])ccc3O2)cc1 (stereo not given)	1	-8	36
CN1N=C(C(=O)N2CCCC(CNC(=O)c3ccc(-c4ccccc4)cc3)C2)CCC1=O (stereo not given)	9	-8	nt
CC(C)(C)c1cc2nc(C(=O)N3CCN(c4cccc(Cl)c4)CC3)cc(-c3ccccc3F)n2n1	7&16	-11&-1	-12&-4
O=C(CN=C1NS(=O)(=O)c2ccccc21)NC1CCCCCC1	15	-13	nt
O=C(CSc1nc2ccccc2o1)Nc1ccc(Cl)cc1Cl	0	-10	nt
O=C(Nc1nc2c(s1)CN(Cc1ccccc1)CC2)c1cc(F)ccc1F	9	-7	-7
CC1(Cc2ccc(C(F)(F)F)nc2)C(=O)Nc2c(Cl)ccc(Cl)c21 (stereo not given)	6	-4	-5

Molecules from the list above containing a Cl atom, in the order listed:
SMILES	NPYLR7 ag	hcGAS lum	mcGAS lum
Clc1ccc(Nc2nc(NCC3CCCO3)nc3c2cnn3-c2ccccc2)cc1 (stereo not given)	1	1	-2
O=C1CSC(=Nc2ccc(Cl)cc2)N1	-1	-6	-9
Clc1ccc(-c2csc(=Nc3cccnc3)n2C2CC2)cc1	0	-7	-10
CCOCCCN(CC(=O)N(CCc1ccccc1)Cc1ccc(C)o1)C(=O)c1ccc(Cl)c(Cl)c1	-4	3	1
CSc1nc2cc(Oc3ccc(Br)c4ccccc34)c(Cl)cc2[nH]1	-4	-4	-5
Cc1ccnc(SCc2cc(=O)c(OC(=O)C(C)(C)Oc3ccc(Cl)cc3)co2)n1	-11	-5	17
Cc1nn(C)c(Cl)c1S(=O)(=O)NC12CC3CC(CC(C3)C1)C2	3	3	nt
Cc1ccccc1C(NC(=O)C1CCN(Cc2cccc(Cl)c2)CC1)c1ncccc1C (stereo not given)	-18	0	0
Cc1c(Cl)cccc1N1CN(C(=O)CN(CC(C)C)C(=O)CCC2CCCC2)CC1=O	5	1	-2
CCN(CC)c1ccc2cc(-c3nnc(-c4ccccc4Cl)o3)c(=O)oc2c1	1	-2	-4
Cc1ccc(N2C(=O)CC(NCCc3ccccc3Cl)C2=O)cc1 (stereo not given)	-6	-6	-7
COC(=O)C(C)(C)NS(=O)(=O)c1ccc(Cl)cc1C	-2	2	nt
CCOC(=O)c1[nH]c(CN(C)CC(=O)Nc2ccc(Cl)cc2)c(C(=O)OCC)c1C	0	-7	-7
CCOC(=O)C1CCCN(C(=O)c2coc(CN(CCc3c[nH]c4ccccc34)Cc3cccc(Cl)c3)n2)C1 (stereo not given)	nt	-1	-8
CC(C)(C)c1cc2nc(C(=O)N3CCN(c4cccc(Cl)c4)CC3)cc(-c3ccccc3F)n2n1	7&16	-11&-1	-12&-4
O=C(CSc1nc2ccccc2o1)Nc1ccc(Cl)cc1Cl	0	-10	nt
CC1(Cc2ccc(C(F)(F)F)nc2)C(=O)Nc2c(Cl)ccc(Cl)c21 (stereo not given)	6	-4	-5

Bioassay records (PubChem BioAssay)
